# Source: PubChem BioAssay (National Center for Advancing Translational Sciences (NCATS))
# MLL CXXC-DNA inh: inhibitors of human MLL CXXC domain-DNA interaction; Q03164; MLL-CXXC / FITC-HOXA9 DNA fluorescence polarization; Potency, µM (titrated, usually from 115 µM), for inactives: top-dose activity change, negative = inhibition, actives largely listed as inhibitors; hit rate 0.037% among 290,000; active = well fitted inhibition curve with a large enough effect in the polarisation, with a control signal flat, not every such curve was filed as active; inconclusive = small, poorly fitted or top-dose-only effect, or effect the other way, or a change in a side signal; inactive = no such curve, though single readings can be large or run the other way; the % refers to the polarisation; note: potency is the fitted concentration of half-maximal effect
#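 Steps: dispense CXXC domain solution (7 uM) → pin compounds or unlabeled HOX-A9 DNA control → 5 min ambient → add FLSN-HOX-A9 solution (50 nM) → spin → 30 min ambient → fluorescence polarization. Tris pH 7.5/NaCl/DTT/BSA buffer.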
# KCNH2 3.1 block: KCNH2 3.1 (human) potassium channel inhibition; hit rate 0.95% among 340,000; U2OS KCNH2 3.1, thallium flux FluxOr; hits give low values; AID 720553; activity change, % (tested at about 1.8 µM);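 active = maximum activity change below -70%; inconclusive = maximum activity change from -70% to -50%; inactive = maximum activity change above -50%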;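 note: thallium influx rate constant from kinetic fluorescence after stimulation buffer; % is set by controls: 0 for no effect and ±100 for the full control effect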
#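 Measured as rate of thallium-driven FluxOr signal in transduced U2OS cells carrying the 3.1 channel, read kinetically for 2 min upon stimulation; values are rate constants scaled to DMSO control wells.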
# B2AR arrestin: agonists driving beta-arrestin recruitment to human beta2-adrenergic receptor | P07550 | beta-arrestin recruitment to beta2AR, cell-based reporter | Potency, µM (top dose mostly 46.1 µM), without a hit: at the top dose activation, actives largely listed as activators | hit rate 0.02% among 330,000 | AID 492947;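 note: potency is the fitted concentration of half-maximal effect; 0% = DMSO controls and full agonism = EC100 isoproterenol or metaproterenol; nearly all actives have a fitted effect of over 65% in size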
# GALK inhibitor: blocks human galactokinase activity; P51570; Purified GALK, Kinase-Glo residual ATP luminescence; Potency, µM (doses to about 57.5 µM), for the others: at the highest dose activity change, negative = inhibition, actives largely listed as inhibitors; hit rate 0.007% among 270,000; AID 1868; note: potency is the fitted concentration of half-maximal effect; % is set by controls: 0 for no effect and ±100 for the full control effect
#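 ATP-depletion format; final 35 uM ATP, 100 uM D-galactose, 5 nM enzyme; pH 8.0 HEPES/Mg2+ buffer; 60 min RT; luminescence read 10 min after detection reagent.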
# USP2a inh: blocks human ubiquitin-specific protease USP2a; O75604; USP2 core, Ub-CHOP2 coupled fluorogenic reporter, 485/531; Potency, µM (highest dose often 38.3 µM), for inactives: at the top dose activity change, negative = inhibition, hits mostly inhibitors; hit rate 0.01% among 330,000;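 note: potency is the fitted concentration of half-maximal effect; plate controls were DMSO wells for no effect and full inhibition by NEM control for full effect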
#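 Deubiquitinase activity read as fluorescence (485/531 nm) after Ub-CHOP2 cleavage activates the enterokinase reporter on its substrate; USP2 core 10nM, Ub-CHOP2 and substrate 25nM each, 30min compound preincubation then 60min RT; data normalized to NEM, curves fitted.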
# FBPA coupling cs: coupling enzyme interference in Giardia aldolase counter-screen; hit rate 0.67% among 290,000; activity change, negative = inhibition, % at 58.2 µM, hits read low; AID 2472; coupling enzyme system counterscreen, AmpLite Red fluorescence; in the data active = activity change below about -30%; note: % is set by controls: 0 for no effect and ±100 for the full control effect
#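 Activity here indicates interference with the coupling reaction, not aldolase inhibition. Compounds at 57.5 uM final met coupling enzymes for 10 min at RT; substrate and AmpLite Red detection followed, with a 525/598 nm fluorescence read after 20 min.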
# hERG WT inh: KCNH2 (human, wildtype) channel inhibition | U2OS, BacMam KCNH2, thallium flux FluxOr; hits give low values | activity change, % at 1.84 µM | hit rate 0.37% among 340,000;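 active = maximum activity change below -70%; inconclusive = maximum activity change between -70% and -50%; inactive = maximum activity change above -50%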; note: % is set by controls: 0 for no effect and ±100 for the full control effect
#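 U2OS cells were transduced with wild-type KCNH2 virus (2.03 x 10^8 / mL) for 4 h at room temperature, then cultured overnight at 37 C. Thallium flux was read with FluxOr dye. Rate constants were normalized to DMSO controls.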
# Menin MLL FP TR: menin-MLL binding inhibition, Texas Red mutant peptide. O00255. hit rate 0.23% among 270,000. Potency, µM (doses to about 61.6 µM), for the others: at the highest dose FP activity change, negative = inhibition, usual class: inhibitors. Menin + Texas Red MLL mutant peptide, fluorescence polarization; active = well fitted inhibition curve with a large enough effect in the polarisation, with a control signal flat, not every such curve was filed as active; inconclusive = small, poorly fitted or top-dose-only effect, or effect the other way, or a change in a side signal; inactive = no such curve, though single readings can be large or run the other way; the % refers to the polarisation; note: potency is the fitted concentration of half-maximal effect; % of control where 0% means no effect; many of its hits are not listed in these tables
# PKM2 act: activators of human pyruvate kinase M2. P14618. purified PKM2, Kinase-Glo ATP luminescence, activation; response scale: 0% is enzyme alone, no compound. Potency, µM (highest dose often 57.5 µM), for inactives: at the top dose activation, actives largely listed as activators. hit rate 0.34% among 260,000; note: potency is the fitted concentration of half-maximal effect; % is set by controls: 0 for no effect and ±100 for the full control effect; nearly all actives have a fitted effect of over 55% in size
#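 hPK-M2, >95% pure; 0.1 mM ADP / 0.5 mM PEP final; imidazole pH7.2 buffer w/ 7 mM MgCl2, 50 mM KCl; 1 h RT; Kinase-Glo lum. Intermediate enzyme activity for dual inhibitor/activator qHTS.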
# Giardia kill: Giardia lamblia killing; Giardia lamblia trophozoite viability; activity change, % at 7.66 µM, hits read low; hit rate 0.15% among 340,000; AID 540267; in the data active = activity change below about -80%; inconclusive = between about -30% and that limit;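 note: parasites exposed to compound for two days anaerobically before the ATP read; % is set by controls: 0 for no effect and ±100 for the full control effect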
#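 Anaerobic 48 hrs incubation at 37 deg C of 100 trophozoites/well with test compounds; ATPLite 1-Step luminescence, 15-30 min RT, reports cellular ATP as viability.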
# TRPV1 agonist: human TRPV1 agonism. TRPV1-expressing cells, Fluo-8 calcium influx, agonist mode. Q8NER1. activation, % at 8.33 µM. hit rate 0.19% among 320,000; in the data active = activation above about 80%; inconclusive = between about 30% and that limit; note: 0% is about no effect
#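 Fluo-8 calcium influx in TRPV1-expressing cells, kinetic read (ex 480/em 520 nm). Compound added and read 3 min for agonist activity, followed by capsaicin at EC20 final and 2 min further read for enhancement.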
# * marks the source's active call; other numbers are inactive results; u = inconclusive; x = not tested or not shown; & = joins results of further samples; [ ] = dose if it differs, or a comment. Unless noted, calls come from the whole dose curve; as a rule, active = well fitted curve in the direction sought with a large enough effect; inconclusive = small, poorly fitted or top-dose-only effect, or another doubt; inactive = no such curve, though single readings can be large; an effect the other way counts as inactive or inconclusive.
SMILES,MLL CXXC-DNA inh,KCNH2 3.1 block,B2AR arrestin,GALK inhibitor,USP2a inh,FBPA coupling cs,hERG WT inh,Menin MLL FP TR,PKM2 act,Giardia kill,TRPV1 agonist
Cc1ccc(CNC(=O)COc2ccc(S(=O)(=O)N3CCOCC3)cc2)cc1,x,-2,-1.5%,x,2%,x,1,x,x,5,-2
Cc1ccc2nc(-c3cccnc3SCC(=O)N3c4ccccc4CC3C)[nH]c2c1 (stereo unspecified),35%[activator],-14,-1.1%,2%,-6%,2,10,-27%,-19%,-9,12
COc1ccc(N(C)C(=O)CCS(=O)(=O)c2cccc3nsnc23)cc1,8%,23,-0.1%,5%,1%,1,-1,15%,8%,4,0
COc1ccc(CC(=O)N/N=C(\C)CC(=O)Nc2ccc(N(C)C)cc2)cc1,13%,-11,0.3%,0%,4%,0,8,1%,2%,-17,1
CC(=O)Nc1c2c(nn1-c1ccc(C)cc1)CS(=O)(=O)C2,29%,-33,7.5%,1%,3%,1,7,10%,x,10,-1
COc1cc(/C=C/C(=O)O)cc(S(=O)(=O)NCc2ccco2)c1OC,-4%,11,-0.4%,5%,-9%,-1,-13,3%,-3%,23,-2
COc1cccc(CNC(=O)CC2C(=O)NCCN2CCCc2ccccc2)c1 (stereo unspecified),-1%,5,-0.2%,7%,0%,-1,4,-20%,0%,8,-1
COc1ccc(CCNC(=O)c2c([S-])n(-c3ccc(C)cc3)c3cccc[n+]23)cc1,-13%,1,-0.3%,-5%,0%,-3,0,x,1%,3,1
COc1ccc(C(O)CNc2ccc(C)cc2)cc1 (stereo unspecified),3%,2,-0.3%,11%,0%,1,-3,-1%,-2%,-2,0
O=C(O)CC1(CC(=O)Nc2ccc3sccc3c2)CCCCC1,-2%,2,4.4%,5%,-2%,5,-1,x,-1%,14,0
O=C(NC(Cc1c[nH]c2ccccc12)C(=O)O)/C(=C/c1ccc(F)cc1)NC(=O)c1ccccc1 (stereo unspecified),-3%,0,0.2%,2%,0%,4,-1,x,-1%,1,1
S=c1[nH]cc(Cc2ccccc2)s1,3%,11,-1.0%,x,2%,-1,-5,-1%,0%,0,2
O=C(CNC(=O)c1ccc(S(=O)(=O)N2CCCC2)cc1)N/N=C/c1ccccc1Cl,16%,19,-0.5%,-1%,-1%,2,4,-11%,-2%,-9,2
CCn1cc(C(=O)N[C@H](C(=O)NCCCO)C(C)C)c(=O)c2cc3c(cc21)OCO3,8%,35,-0.2%,2%,2%,0,-5,-13%,x,13,-2
Cc1ccc(NC(=O)CN2C(=O)/C(=C\c3cccs3)SC2=S)cc1,10%,1,0.6%,0%,0%,1,5,-24%,-1%,20,1
CS(=O)(=O)N(Cc1ccccc1Cl)c1ccc(C(=O)NCc2cccnc2)cc1,-5%,-16,0.0%,-2%,3%,7,-7,7%,0%,-13,7
COc1ccc(C(=O)C(OC(=O)c2ccc(C)c(NC(C)=O)c2)c2ccccc2)cc1 (stereo unspecified),-11%,-3,-0.3%,2%,-1%,6,-6,5%,-3%,4,-4
COC(=O)/C(=C/c1ccco1)NC(=O)c1ccco1,6%,-8,u,0%,5%,0,-14,-13%,0%,-8,0
O=C(NCC1CCCO1)c1ccc2c(c1)ncn2-c1cccc(F)c1 (stereo unspecified),5%,-5,0.1%,-1%,2%,2,0,-17%,x,-1,3
CCOc1ccc(C2C(C(=O)c3ccco3)=C(O)C(=O)N2CCCn2ccnc2)cc1OC (stereo unspecified),-7%,-6,0.4%,7%,1%,x,10,x,x,-19,-1
COc1ccc(C2c3c(ccc4ccccc34)Oc3ncn4nc(CO/N=C/c5ccccc5)nc4c32)cc1 (stereo unspecified),13%,-23,0.2%,-2%,5%,0,4,-12%,2%,-16,2
CCc1cccc(CC)c1-n1c(-c2cccnc2)n[nH]c1=S,u,1,-0.3%,1%,0%,-2,-16,6%,0%,-10,0
C/C(=N\NC(=O)CNc1cccc(C)c1)c1ccc(Br)s1,0%,3,-0.5%,0%,3%,0,-7,-11%,-6%,-9,27
Fc1ccc(CN2CC[C@H]3C=CCc4cccc(c43)C2)cc1,x,-8,-0.1%,x,0%,x,10,x,x,u,4
CCC1=C(OC(=O)N(CC)CC)N2C(=O)OC(=NCc3ccccc3)[C@]2(C)[C@H]2C1=CC[C@H]1C(=O)N(CC)C(=O)[C@H]12,7%,-3,-1.2%,5%,-3%,2&1,-2,-9%,1%&-1%,9,19
# The listing continues.
SMILES,MLL CXXC-DNA inh,KCNH2 3.1 block,B2AR arrestin,GALK inhibitor,USP2a inh,FBPA coupling cs,hERG WT inh,Menin MLL FP TR,PKM2 act,Giardia kill,TRPV1 agonist
O=C(CSc1nc2ccccc2n1CC(=O)N1CCCCC1)N1CCCCC1,-4%,1,0.4%,0%,2%,-1,-6,x,-13%,20,14
COc1cc2c(cc1OC)C(C)N(C(=O)c1cccc([N+](=O)[O-])c1)CC2 (stereo unspecified),6%,-17,0.0%,8%,0%,-1,5,-3%,0%,-8,0
CC(C)CNC(=O)/C(C#N)=C1\N=C(NC(=O)c2ccco2)c2ccccc21,11%,3,0.0%,2%,5%,-1,2,15%,x,-19,2
CC1Cc2ccccc2N1C(=O)COC(=O)Cn1cnc2ccccc2c1=O (stereo unspecified),2%,1,-0.2%,-1%,-2%,7,-8,0%,-1%,-1,-1
COc1ccccc1CC(NC(C)=O)C(=O)NC1CCN(S(=O)(=O)c2ccccc2)CC1 (stereo unspecified),-10%,-4,-0.3%,-1%,0%,-3,-2,-1%,-9%,-6,0
O=C1OCC(CO)(CO)N=C1NNc1ccccc1[N+](=O)[O-],u,-1,-0.1%,8%,0%,5,-2,x,-6%,-23,-1
CN(C)c1nc(N)nc(CSc2nnnn2-c2cccc3ccccc23)n1,8%,12,-0.2%,-2%,1%,0,-16,u,u,-10,5
CC(=O)Nc1ccc(NC2CCCCC2NS(=O)(=O)c2ccccc2)cc1 (stereo unspecified),12%,7,-0.3%,-4%,1%,x,0,x,x,8,-3
Cc1c(Br)c([N+](=O)[O-])nn1CCCC(=O)N1CCN(c2ccccc2)CC1,3%,-2,-0.8%,0%,3%,1,3,2%,0%,-16,-2
Cc1cc(C)c2[nH]c(O)c(N=NC3=NC(=O)CS3)c2c1,-5%,7,-0.1%,x,-1%,1,2,x,-13%,-10,-3
CC(C(=O)C12CC3CC(CC(C3)C1)C2)N1CCOCC1 (stereo unspecified),-11%,6,0.3%,3%,-2%,-3,-1,6%,14%,-19,7
COCCCNc1nc2c(-c3ccc(Cl)cc3)nnn2c2ccccc12,12%,-6,-0.6%,x,1%,0,-1,-12%,0%,u,-1
CCOc1ccccc1NC(=O)c1ccccc1-c1nc(-c2ccccc2OC)no1,1%,5,0.2%,3%,0%,5,-14,4%,3%,1,0
CCOC(=O)NC(=O)CSc1cc(C)c2cc(C)cc(C)c2n1,-4%,-13,2.7%,-1%,-6%,3,19,u,8%,7,u
CC(C)N(Cc1ccccc1)C(=O)CN1C(=O)COc2ccc(S(=O)(=O)N3CCCCCC3)cc21,8%,-8,-0.5%,-3%,1%,0,-37,-2%,x,-21,9
COc1ccc(S(=O)(=O)N2CCN(C(=S)NC3CCCCC3)CC2)cc1,-10%,10,-0.1%,3%,1%,1,x,11%,1%,13,10
CN1CCC(N(C)C(=O)COc2ccccc2-c2ccccc2)CC1,-10%,-7,-0.6%,2%,2%,0,15,8%,1%,11,1
CC1(C)Cc2c(sc(NC(=O)C(=O)NCC3CCCO3)c2C(=O)O)CO1 (stereo unspecified),-1%,23,0.2%,7%,0%,x,0,x,x,-16,2
CCCN1Cc2cccc(C(=O)N3CCN(c4ccc(OC)cc4)CC3)c2C1=O,-3%,-15,0.0%,-2%,5%,4,-1,u,5%,5,4
CC(C)(C)N1C(=O)c2ccc(C(=O)NCc3ccco3)cc2C1=O,7%,1,-0.2%,1%,2%,1,-3,17%,13%,-22,x
COc1ccc(C(=O)OCC(=O)NC2CCCCCCC2)cc1OC,x,-12,-0.6%,x,2%,x,-4,x,x,3,x
COc1ccc2c(c1)C(C)=CC(C)(C)N2S(=O)(=O)c1ccc(C)cc1,-4%,8,-0.2%,-2%,2%,5,4,-14%,-2%,24,11
COc1ccc2ccc(C(C)(C(C)=O)C(=O)OC(C)C)cc2c1 (stereo unspecified),x,-3,-0.2%,x,0%,x,2,x,x,15,24
Nc1nnc(SCc2ccc(F)cc2)s1,2%,-10,x,-1%,x,-3,-24,8%,1%,-6,-2
COc1cccc(NC(=O)CSc2nnc(C)s2)c1,-6%,2,-2.1%,0%,1%,-1,2,21%,u,5,2
CCC(=O)c1ccc(OCC(=O)N2CCCC2)c(OC)c1,-6%,12,0.0%,0%,0%,10,-9,10%,-2%,-4,2

# The list is partial. The share of hits here may be higher or lower than overall.
